Bioassay records deposited in PubChem by several laboratories.
SV40 large T antigen: SV40 large T antigen inhibitors, biochemical (AID 1903); one-dose inhibition, % at 20 µM; IC50 in µM for titrated hits; SV40 large T antigen ATPase/helicase inhibition assay; higher % means a stronger effect; hit rate 0.39% among 310,000; in the data active = a potency from the dose series; inconclusive = inhibition mostly from about 32% at the one dose, without a potency; inactive = the rest, 99 in 100 with inhibition below about 32%; note: strong numbers were not always called active
RSV CPE inhibition: RSV antiviral activity via CPE protection, HEp-2 cells, primary 10 µM value included (AID 2391); HEp-2 cells, RSV-induced CPE inhibition; higher % means a stronger effect; CPE inhibition, % at 10 µM; hits with a dose series show IC50 in µM; hit rate 0.13% among 310,000; in the data active = a potency from the dose series; inconclusive = CPE inhibition mostly from about 23% at the one dose, without a potency; inactive = the rest, 99 in 100 with CPE inhibition below about 21%; note: strong numbers were not always called active
Dengue-2 NS5 capping: Dengue-2 NS5 methyltransferase inhibitors, primary screen, biochemical, confirmation dose response (AID 588689); Genome polyprotein (Dengue virus type 2 (strain 16681-PDK53)); Dengue-2 NS5 methyltransferase capping enzyme assay, biochemical; higher % means a stronger effect; inhibition, % at 25 µM, or IC50 in µM where a hit was titrated; hit rate 0.3% among 340,000; in the data active = a potency from the dose series; inconclusive = inhibition above about 29% without an active follow-up result
NTR1 ag: agonists of NTR1, primary screen, imaging, U2OS cells, beta-arrestin-GFP, high content (AID 493036). NTR1-U2OS beta-arrestin-GFP spot imaging, agonist mode. activation, % at 20 µM. hit rate 0.17% among 330,000;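 active = activation at or above 40% of the spot to cytoplasm intensity ratio, with at least 20 cells analyzed; inconclusive = wells under 20 cells, flagged as cytotoxic or low count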;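 note: 0% = DMSO without peptide and 100% = 100 nM NTR1 peptide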
Target sequence (P30989 whole entry, looked up): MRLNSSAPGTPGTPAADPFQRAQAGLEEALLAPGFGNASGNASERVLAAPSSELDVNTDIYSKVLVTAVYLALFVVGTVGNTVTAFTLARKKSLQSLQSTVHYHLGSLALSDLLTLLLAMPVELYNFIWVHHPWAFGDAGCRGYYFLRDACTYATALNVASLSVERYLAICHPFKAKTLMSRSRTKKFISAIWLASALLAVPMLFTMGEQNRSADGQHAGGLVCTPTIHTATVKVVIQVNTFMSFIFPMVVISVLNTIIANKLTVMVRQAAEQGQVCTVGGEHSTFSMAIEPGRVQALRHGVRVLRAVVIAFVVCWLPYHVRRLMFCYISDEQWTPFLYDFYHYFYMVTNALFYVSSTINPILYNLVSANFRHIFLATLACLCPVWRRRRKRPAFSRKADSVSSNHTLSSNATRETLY
West Nile virus CPE: West Nile virus antiviral activity, cell-based, CPE readout (AID 1621). West Nile virus-infected cells, CPE inhibition; higher % means a stronger effect. one-dose CPE inhibition, % at 10 µM; IC50 in µM for titrated hits. hit rate 0.02% among 290,000; in the data active = a potency from the dose series; inconclusive = CPE inhibition mostly from about 3.7% at the one dose, without a potency; inactive = the rest, 99 in 100 with CPE inhibition below about 2.2%; note: strong numbers were not always called active
AID2073: inhibitors of Mint1-CaV2.2 protein interaction, biochemical, HTRF (AID 2073) | Voltage-dependent N-type calcium channel subunit alpha-1B (Homo sapiens) | HTRF protein-protein interaction, Mint1-CaV2.2; higher % means a stronger effect | one-dose inhibition, % at 20 µM; IC50 in µM for titrated hits | hit rate 0.19% among 290,000; in the data active = inhibition mostly above about 51%, no sharp cut-off; inconclusive = no clear call, values can overlap the other calls; inactive = mostly below about 53%; note: some results filed as inactive read as strong as hits
SIAH1 antagonists: Siah-1 peptide-binding antagonists, primary screen, biochemical, fluorescence polarization, rhodamine-plectin, uHTS (AID 1817) | Siah-1 / rhodamine-plectin peptide fluorescence polarization; higher % means a stronger effect | displacement, % at 20 µM, or IC50 in µM where a hit was titrated | hit rate 0.02% among 290,000;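 active = displacement of at least 50% at 20 µM, with a fluorescence ratio check between 0.3 and a set limit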;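 note: plate controls were Siah plus tracer with DMSO for no effect and tracer alone without Siah for full effect; strong numbers were not always called active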
K1F lysis inhibition: inhibition of K1F phage lysis, E. coli UTI89, bacterial capsule biogenesis inhibitors, alamar blue (AID 488966); E. coli UTI89 K1F phage lysis, alamar blue, 2 h; higher % means a stronger effect; one-dose inhibition, % at 100 µM; IC50 in µM for titrated hits; hit rate 0.02% among 340,000;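 active = phage lysis inhibition, versus mean bacterial control, above a set limit; inconclusive = no clear call, values can overlap the other calls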;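 note: capsule biogenesis inhibitors block K1F phage lysis so surviving cells raise fluorescence; higher fluorescence means more inhibition of phage lysis; actives were called in the ten point dose series up to 300 µM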
Rac1 GTP hydrolysis: MgcRacGAP GTPase-activating activity inhibitors, confirmation, biochemical, ADP Hunter fluorescence; Rac GTPase-activating protein 1 (Homo sapiens); MgcRacGAP-stimulated Rac1 GTP hydrolysis, ADP Hunter fluorescence; higher % means a stronger effect; GST-tagged Rac1 F28L mutant substrate; one-dose inhibition, % at 30 µM; IC50 in µM for titrated hits; hit rate 0.6% among 340,000;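 active = first-screen hits whose inhibition reached a set limit at any dose in the follow-up dose series; inconclusive = inhibition above the set first-screen limit but never retested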;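 note: fluorescence reports GDP produced by GAP-driven GTP hydrolysis; strong numbers were not always called active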
NTR1 ag cell count 20 µM: further read-out of NTR1 ag, marked with its call; cell count; measured here: cell count, cytotoxicity flag
Dengue-2 NS5 capping pilot replicate: further read-out of Dengue-2 NS5 capping, marked with its call; inhibition, %; measured here: pilot screen replicate inhibition
Numbers without * were called inactive; ? = inconclusive; · = no result given; & = joins results of further samples; [ ] = another dose, or the depositor's remark.

SMILES	SV40 large T antigen	RSV CPE inhibition	Dengue-2 NS5 capping	NTR1 ag	NTR1 ag cell count 20 µM	West Nile virus CPE	AID2073	SIAH1 antagonists	K1F lysis inhibition	Rac1 GTP hydrolysis	others
Cc1ccc(-c2nnn(CC(=O)N(c3ccccc3)C(C(=O)NCC3CCCO3)c3cccs3)n2)o1 (stereo not drawn)	-1%	-0.1%	·	1.6	66	0.5%	28%	5%	0.2%	6%
S=c1[nH]nc(-c2cc(-c3ccsc3)n[nH]2)n1-c1ccccc1	11%	7.0%	·	-0.1	43	-0.1%	-19%	1%	·	·
CSc1ccccc1NC(=O)c1ccccn1	11%	-0.3%	-2%	1.1	31	-0.4%	2%	1%	-1.6%	-4%
C#CCO[C@@H]1C[C@H](n2cnc3c(NC(=O)c4ccccc4)ncnc32)O[C@@H]1CO	0%	0.9%	1%	-1.6	69	0.3%	3%	-4%	1.9%	9%
CCOC(=O)C1=C(C)NC(=O)NC1c1ccc(OC(=O)c2ccco2)c(OC)c1 (stereo not drawn)	2%	0.1%	-2%	-1.2	79	-0.6%	-2%	3%	5.2%	4%
CC(C)(C)C1CCC(=O)C(C2(O)C(=O)Nc3ccccc32)C1 (stereo not drawn)	6%	0.3%	2%	0.3	47	-0.1%	8%	-4%	0.5%	8%
Cc1nc(NC(=O)COC(=O)c2ccc(CO)cc2)c(Cl)cc1Cl	·	·	4%	-1.7	53	·	·	·	0.8%[50 µM]	4%
Cc1ccccc1C(=O)NCC(=O)NCC1(N2CCOCC2)CCCCC1	4%	0.7%	-1%	-0.4	51	·	·	·	1.2%[50 µM]	-3%
Cc1cc(NC(=O)c2ccno2)no1	19%	2.0%	-1%	-1.1	52	-0.5%	8%	3%	-0.1%	9%
C/C(=N\NC(=O)c1ccc(-n2cnnn2)cc1)c1ccc(Cl)cc1	·	1.9%	-1%	-2.4	62	·	·	·	0.7%[50 µM]	3%
Cc1cc(C)cc(NC(=O)NC2CCCCCCC2)c1	23%	22%	-5%	-1.1	52	-0.9%	-3%	-2%	0.4%	5%
O=C(CSc1nc2ccccc2[nH]1)c1ccccc1F	3%	3.0%	-7%	2.8	36	-0.5%	-7%	13%	-0.3%	7%
CCn1nc(C(=O)OCC(=O)Nc2ncc(Cl)c(C)c2Cl)c2ccccc2c1=O	20%	2.4%	1%	2.4	28	0.6%	10%	0%	6.6%	3%
O=C(C[n+]1cccc(Br)c1)c1ccc(-c2ccccc2)cc1	-1%	1.0%	-3%	-1.3	88	-1.2%	14%	-2%	0.3%	0%
COc1cccc(Nc2nc(NCCO)nc(N3CCCC3)n2)c1	3%	0.9%	-1%	-0.4	58	-0.4%	·	·	-1.2%	7%
Cc1csc(NC(=O)Nc2ccccc2[N+](=O)[O-])n1	3%	5.2%	·	0.0	87	-0.8%	-4%	-1%	2.3%	9%
COC(=O)C(C)NS(=O)(=O)c1ccc(NC(C)=O)cc1 (stereo not drawn)	19%	0.5%	-3%	1.1	60	0.1%	-1%	-3%	0.2%	3%
Cc1nc(NC(=O)c2ccccc2)sc1-c1csc(N)n1	17%	3.2%	-1%	-2.5	101	1.5%	-8%	0%	0.0%	4%
Cc1ccc(NC(=O)CNC2CCS(=O)(=O)C2)cc1C (stereo not drawn)	6%	·	2%	·	·	-0.2%	1%	2%	0.3%	5%
Cn1ncc(N=Cc2ccc([N+](=O)[O-])cc2)c1C(=O)Nc1ccccc1	19%	-0.8%	0%	3.4	39	0.2%	2%	2%	-0.8%	7%
Cc1nn(Cc2ccc(Cl)cc2Cl)c(C)c1NC(=O)C1C2CCC(O2)C1C(=O)O (stereo not drawn)	5%	7.2%	-2%	0.6	46	-0.2%	6%	-7%	0.6%	8%
C=CCN(c1ccccc1)S(=O)(=O)c1ccc(Cl)c(C(=O)OCC(=O)N(C)C2CCS(=O)(=O)C2)c1 (stereo not drawn)	-1%	1.3%	0%	0.0	66	-0.3%	-4%	7%	0.0%	10%
Cc1nc2c3c4c(sc3n3c(SCC(=O)NCc5ccco5)nnc3n2n1)COC(C)(C)C4	5%	·	-7%	·	·	1.4%	-24%	0%	0.9%	6%
CCOC(=O)N1CCN(C(=O)CN(Cc2ccc(Cl)cc2)S(=O)(=O)c2ccccc2)CC1	12%	7.1%	-3%	2.4	78	-1.1%	-5%	-1%	-0.7%	8%	Dengue-2 NS5 capping pilot replicate=2.7
Cc1ccc(NS(=O)(=O)c2ccc(-n3cccn3)cc2)cc1F	11%	-0.5%	5%	5.2	59	-0.5%	4%	0%	0.1%	13%
O=C(COc1ccccc1)Nc1nc2ccccc2[nH]1	3%	2.5%	-9%	-3.0	67	0.1%	24%	-6%	0.1%	4%
Cc1ccccc1OCC(=O)OCn1nnc2ccccc2c1=O	0%	2.1%	-13%	0.3	56	0.0%	1%	3%	0.3%	10%
Cc1ccc(SCC(=O)N(C)CC(=O)Nc2cccc(F)c2)cc1	22%	3.0%	-1%	0.2	54	·	·	·	0.2%[50 µM]	-4%
COc1ccc(/C=C2\CCn3c2nc2ccccc2c3=O)cc1OC	4%	0.9%	-6%	-0.2	63	-0.3%	14%	-6%	0.7%	11%
Cc1cc(C)n(C(=O)C23CC4CC(CC(C4)C2)C3)n1	3%	1.8%	·	-1.1	99	-0.1%	2%	-2%	·	·
CC(=O)Nc1c(C)nn(-c2ccc([N+](=O)[O-])cc2)c1C	4%	0.9%	-3%	0.4	42	0.0%	1%	1%	0.6%	2%
CSC(SC)=C(C(C)=O)C(=O)c1ccc(C)cc1	7%	0.1%	3%	0.6	62	-0.5%	-6%	-4%	0.0%	3%
CC(=O)N(C(C)=O)c1c(N2CCOCC2)c2ccccc2oc1=O	2%	0.7%	-4%	-0.9	57	0.2%	3%	0%	11%	-3%
O=C(NCCSCc1ccco1)Nc1ccccc1	-4%	-0.6%	-19%	-0.1	53	0.2%	12%	2%	1.6%	5%
COc1ccc(N(CC(=O)N2CCc3ccccc32)S(=O)(=O)c2c(C)nn(C)c2C)cc1	3%	2.3%	-1%	-1.5	49	-0.3%	2%	1%	0.5%	-1%
CCCN(CC(=O)Nc1ccccc1OC)C(=O)c1cc2ccccc2o1	?	3.7%	-4%	1.4	30	-1.2%	26%	0%	-0.5%	8%
O=C(CSc1ncnc2c1oc1ccccc12)N1CCN(c2ccccc2)CC1	·	-0.3%	5%	4.8	80	-0.3%	·	·	0.0%	3%
COc1cccc(C(=O)c2c[nH]c(C(=O)NCCCN3CCOCC3)c2)c1	6%	0.7%	0%	-0.5	41	-0.1%	9%	-1%	-0.5%	0%
COc1ccc(NC(=O)c2cccc(C(=O)Nc3ccc(OC)cc3)n2)cc1	9%	2.0%	·	0.1	56	-0.1%	31%	-3%	·	·
Cc1ccc(C)c(NCC(=O)c2ccc(Cl)cc2)c1	4%	1.6%	-3%	-0.5	50	-0.5%	2%	2%	0.1%	-1%
O=C(COc1ccc([N+](=O)[O-])cc1)NC(=O)NC1CCS(=O)(=O)C1 (stereo not drawn)	·	·	-6%	0.5	78	·	·	·	0.6%[50 µM]	7%
O=C(NNS(=O)(=O)c1ccccc1)C1CCN(S(=O)(=O)c2ccccc2)CC1	6%	0.5%	-1%	1.3	68	0.4%	-13%	-4%	-0.1%	4%
COc1ccc(CCNS(=O)(=O)c2ccc3c(c2)OCCO3)cc1	-1%	6.3%	-4%	0.4	59	·	3%	5%	9.6%	6%
CCOc1ccccc1NC(=O)C1C2C=CC(C2)C1C(=O)O (stereo not drawn)	2%	·	1%	2.3	84	0.4%	-1%	-3%	6.7%	11%
COc1ccc(NC(=O)CCc2nc3ccccc3s2)c(OC)c1	6%	3.4%	5%	0.1	31	-0.2%	-10%	25%	-2.0%	-1%
CCOC(=O)c1ccc(NC(=O)Nc2ccc(Cl)cn2)cc1	14%	1.5%	-4%	0.4	88	0.5%	37%	6%	0.0%	16%
Cc1cccc(C)c1OCCOC(=O)c1n[nH]c2ccccc12	9%	6.8%	-9%	14	32	·	-11%	11%	-0.5%	7%
CC1CCC(=O)N(CCC#N)CC1 (stereo not drawn)	3%	-0.7%	-5%	0.2	99	1.0%	9%	-6%	1.0%	9%
O=[N+]([O-])c1cc(S(=O)(=O)N2CCCC2)ccc1NN=C1CCCC1	-1%	4.6%	0%	0.7	67	-0.4%	2%	3%	1.7%	-1%
CCN(C(=O)c1cn(CC)c(=O)c2cc(OC)c(OC)cc12)c1ccccc1C	6%	1.2%	4%	1.8	72	0.1%	-5%	5%	-0.9%	7%
Cc1ccc2cc(CCNC(=O)CCCc3ccccc3)c(=O)[nH]c2c1	11%	1.2%	-4%	1.6	61	0.3%	16%	2%	-0.2%	12%
O=C(Nc1nccs1)c1cccc(NC(=O)C2CC2)c1	12%	1.7%	-1%	-1.2	63	-0.3%	-12%	-4%	-1.3%	-5%
COc1ccc(NC(=O)CCS(=O)(=O)c2ccc3c(c2)NC(=O)C(C)S3)cc1OC (stereo not drawn)	-3%	0.5%	7%	0.9	59	-0.1%	10%	0%	0.1%	19%
CC(=O)NC(CC(=O)NNC(=O)c1cc2ccccc2cc1O)c1ccccc1 (stereo not drawn)	-5%	1.1%	0%	-0.2	46	0.3%	22%	-2%	0.7%[50 µM]	21%
CCC(C)[C@H]1CN=C(N)N1CCCc1cc(OC)c(OC)c(OC)c1 (stereo partly drawn)	1%	10%	-7%	-4.5	92	-0.2%	?	2%	1.4%	3%
COc1ccc(NC2CC(=O)N(c3cc([N+](=O)[O-])ccc3C)C2=O)cc1 (stereo not drawn)	15%	-2.1%	-2%	-0.7	74	0.0%	-9%	4%	0.6%	11%
COc1ccc(C(=O)N[C@H](C(=O)NCCCSc2ccccc2)C(C)C)cc1	·	·	-30%	-1.4	39	·	·	·	-0.5%	5%
C/C(N)=C(/C#N)C(=O)CSc1nnc(-c2ccc(OC(F)F)cc2)o1	1%	16%	-2%&-2%	1.1	60	-0.4%	-8%	-1%	-1.5%&0.3%	4%&9%
COc1ccc(NC(=O)CN(C)S(=O)(=O)c2cnc[nH]2)cc1OC	13%	3.0%	1%	0.4	58	0.3%	5%	0%	0.0%	8%
